High-throughput results from PubChem.
G9a inh: G9a (human) methyltransferase inhibition; Q96KQ7; G9a H3K9 monomethylation, AlphaScreen, 2 h; Potency, µM (highest dose often 102 µM), without a hit: at the highest dose activity, negative = inhibition, actives largely listed as inhibitors; 350,000 tested, 8.8% active; AID 504332; active = well fitted inhibition curve with a large enough effect; inconclusive = small, poorly fitted or top-dose-only effect; inactive = no such curve, though single readings can be large or run the other way; note: nearly all actives have a fitted effect of over 75% in size
Target sequence (Q96KQ7 913-1193 limits assumed): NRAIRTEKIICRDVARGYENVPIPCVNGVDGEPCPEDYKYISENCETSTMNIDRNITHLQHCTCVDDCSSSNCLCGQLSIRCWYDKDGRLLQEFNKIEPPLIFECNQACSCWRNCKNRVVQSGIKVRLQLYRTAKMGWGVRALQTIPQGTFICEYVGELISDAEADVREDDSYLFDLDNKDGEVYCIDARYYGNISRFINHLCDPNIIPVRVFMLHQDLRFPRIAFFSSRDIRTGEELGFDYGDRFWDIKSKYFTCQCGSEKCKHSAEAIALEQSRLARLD
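G9a (20 nM) was preincubated 15 min with compound, then reacted 2 h at room temperature with 500 nM biotin-H3K9 peptide and 20 µM SAM. Monomethyl-H3K9 detected by AlphaScreen using anti-H3K9me1 antibody.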
* hit, by the source's call; ? = inconclusive; & = joins results of further samples; [ ] = remark or other dose. % is set by controls: 0 for no effect and ±100 for the full control effect; potency is the fitted concentration of half-maximal effect. The list is partial (hit frequency here may not be typical).

> CCCCCCCCCCCCC/C=C/[C@@H](O)[C@H](CO)N(C)C
- G9a inh = 21%[59 µM]

> COc1ccc(Oc2ncc3nc(CCc4ccccc4)c(=O)n(C[C@H]4CCCO4)c3n2)cc1
- G9a inh = 0%[0.501 µM]

> O=C(NCc1cccnc1)C(=O)Nc1nccs1
- G9a inh = ?

> COc1ccc(Cl)cc1-c1ccc(C(=O)O)o1
- G9a inh = ?

> C[C@H]1C(c2ccccc2)=NN(c2ccccc2)[C@@H]1CO
- G9a inh = ?

> COCC(=O)N1CCC2(CC1)CN(C(=O)Nc1ccc(OC)cc1)C2
- G9a inh = -22%[12.7 µM]

> CC(C)=CCc1c(O)cc2occ(-c3ccc4c(c3)OCO4)c(=O)c2c1O
- G9a inh = -32%[2.33 µM]

> COCCn1c(=O)c(-c2ccc(Cl)cc2)nc2cnc(Nc3ccccc3)nc21
- G9a inh = -4%[0.501 µM]

> NC(=NCCC[C@H](N)C(=O)O)NO
- G9a inh = 33%[activator][12.7 µM]

> O=C(Nc1cccc(F)c1)N1CC2(CCN(C(=O)c3cc(C(F)(F)F)cc(C(F)(F)F)c3)CC2)C1
- G9a inh = 39%[12.7 µM]

Structures above containing nitrogen in an aromatic ring, in the order listed:
> COc1ccc(Oc2ncc3nc(CCc4ccccc4)c(=O)n(C[C@H]4CCCO4)c3n2)cc1
- G9a inh = 0%[0.501 µM]

> O=C(NCc1cccnc1)C(=O)Nc1nccs1
- G9a inh = ?

> COCCn1c(=O)c(-c2ccc(Cl)cc2)nc2cnc(Nc3ccccc3)nc21
- G9a inh = -4%[0.501 µM]

Continued:
> COc1cccc2c1OC(=O)CC2c1ccc(C)cc1 (centres undefined)
- G9a inh = 6%

> CN1CCN(c2ncnc3ccc(-c4ccc(C(=O)N(C)C)cc4)cc23)CC1
- G9a inh = 2%[0.501 µM]

> COC(=O)CC1C(C)(C)C(OC(C)=O)[C@@]2(O)C=C3C4CC(=O)OC(c5ccoc5)[C@]4(C)CCC3[C@@]1(C)C2=O (some centres undefined)
- G9a inh = -39%[2.33 µM]

> CN(C)C1C(=O)C(C(N)=O)C(=O)C2(O)C(=O)C3C(=O)c4c(O)ccc(Cl)c4C(O)C3CC12 (centres undefined)
- G9a inh = 16µM*

> C=CC(C1=CC(=O)C(OC)=CC1=O)c1ccc(O)cc1 (centres undefined)
- G9a inh = ?

> COc1ccccc1CN1CCC2(CCNCC2)CC1
- G9a inh = -1%[12.7 µM]

> COc1ccc(CNc2ncncc2-c2ccc(N(C)C)cc2)c(OC)c1
- G9a inh = -1%[0.501 µM]

> COC(=O)C1OC(=O)C2O[C@@]23[C@]2(C)C(OC(C)=O)CC4C(C)(C)C(=O)CC[C@]4(C)C2CC[C@@]13C (some centres undefined)
- G9a inh = -41%[2.33 µM]

> COc1ccccc1CNc1ncnc2ccc(-c3ccc(C(=O)N(C)C)cc3)cc12
- G9a inh = -32%[0.501 µM]

> C[C@]12CC[C@@H](O)C[C@@H]1CC[C@@H]1[C@@H]2CC[C@]2(C)C=CC[C@@H]12
- G9a inh = 29%[59 µM]

> CC(=O)NCCNc1ncnc2ccc(-c3ccccc3C(F)(F)F)cc12
- G9a inh = -39%[0.501 µM]

> N#CCCn1c(=O)c(-c2cccs2)nc2cnc(Oc3cccc(Cl)c3)nc21
- G9a inh = 6%[12.7 µM]

> O=C(Oc1ccccc1)N1CCC2(CC1)CCN(c1ccccn1)CC2
- G9a inh = -8%[12.7 µM]

> COc1ccc2[nH]cc(CCNc3ncnc4ccc(-c5ccoc5)cc34)c2c1
- G9a inh = -47%[0.501 µM]

> COc1cccc(-c2cncnc2NCc2cccnc2)c1
- G9a inh = -6%[0.501 µM]

> COCCCCCCCCCCCC(=O)O
- G9a inh = 8%[59 µM]

> CCCCC[C@H](O)/C=C/[C@@H]1[C@H]2C/C(=C/CCCC(=O)O)C[C@H]2C[C@H]1O
- G9a inh = 24%&31%[59 µM]

> NC(=S)c1ccc[n+]([C@@H]2O[C@@H](COP(=O)([O-])OP(=O)(O)OC[C@H]3O[C@@H](n4cnc5c(N)ncnc54)[C@H](OP(=O)(O)O)[C@H]3O)C(O)C2O)c1 (some centres undefined)
- G9a inh = 18µM*

> CCCC[C@@H](C=O)NC(=O)[C@H](CC(C)C)NC(=O)OCc1ccccc1
- G9a inh = -32%[59 µM]

> COCCn1c(=O)c(C)nc2cnc(Oc3ccc(OC)cc3)nc21
- G9a inh = -1%[0.501 µM]

Shown as a hit in G9a inh, of those listed so far:
> CN(C)C1C(=O)C(C(N)=O)C(=O)C2(O)C(=O)C3C(=O)c4c(O)ccc(Cl)c4C(O)C3CC12 (centres undefined)
- G9a inh = 16µM*

> NC(=S)c1ccc[n+]([C@@H]2O[C@@H](COP(=O)([O-])OP(=O)(O)OC[C@H]3O[C@@H](n4cnc5c(N)ncnc54)[C@H](OP(=O)(O)O)[C@H]3O)C(O)C2O)c1 (some centres undefined)
- G9a inh = 18µM*

Next part.
> CO/N=C(/C(=O)NC1C(=O)N2C(C(=O)O)=C(COC(N)=O)CSC12)c1ccco1 (centres undefined)
- G9a inh = -3%[2.33 µM]

> COc1cccc(Cn2c(=O)c(-c3cccc(C#N)c3)nc3cnc(OC)nc32)c1
- G9a inh = 7%[0.501 µM]

> COc1ccccc1CNc1cc(-c2c(C)noc2C)ncn1
- G9a inh = 9%[0.501 µM]

> O=c1oc2ccccc2cc1O
- G9a inh = 5%[2.33 µM]

> CCCCC[C@H](O)/C=C/[C@H]1[C@H](O)CC(=O)[C@@H]1CCCCCCC(=O)O
- G9a inh = 27%[59 µM]

> COc1ccc(CNc2ncncc2-c2ccc(C(=O)N(C)C)cc2)c(OC)c1
- G9a inh = 14%[0.501 µM]

> CCCCCCCCCCCCCC(=O)N[C@@H](C)[C@H](O)c1ccccc1
- G9a inh = 28%[59 µM]

> Cc1ccc2c(c1)CC[C@H]1CC(=O)CC[C@@]21C
- G9a inh = -37%[2.33 µM]

> CC1(C)CC[C@]2(C)CC[C@@]3(C)C(=CCC4[C@@]5(C)CCC(O)C(C)(C)C5CC[C@@]43C)C2C1 (some centres undefined)
- G9a inh = -12%[2.33 µM]

> COc1ncc2ncc(=O)n(CCC#N)c2n1
- G9a inh = -2%[12.7 µM]

> CC(C)CN1CCCC2(CCN(C(=O)c3cccc(F)c3)CC2)C1
- G9a inh = -19%[12.7 µM]

> CS(=O)(=O)c1ccc(-c2nc(-c3ccc(F)cc3)c(-c3ccncc3)[nH]2)cc1
- G9a inh = 11%[59 µM]

> O=C(Nc1ccccc1)N1CCCC2(CCN(C(=O)c3csnn3)CC2)C1
- G9a inh = 10%[12.7 µM]

> COc1ccc2c(c1)OC(=O)CC2c1ccc2c(c1)OCO2 (centres undefined)
- G9a inh = -1%

> CCCCC[C@H](O)/C=C/[C@H]1C(=O)C[C@H](O)[C@@H]1C/C=C\CCCC(=O)O
- G9a inh = 18%[59 µM]

> CCCC1OC2CC3C4CCC5=CC(=O)C=CC5(C)C4C(O)CC3(C)[C@]2(C(=O)CO)O1 (some centres undefined)
- G9a inh = -3%[2.33 µM]

> COc1ccc(NC(=S)N(CCO)Cc2ccccc2)cc1
- G9a inh = 3%

> CC1CC[C@]2(CO)CC[C@]3(C)C(=CCC4[C@@]5(C)CCC(O)C(C)(C)C5CC[C@@]43C)C2C1C (some centres undefined)
- G9a inh = -12%[2.33 µM]

> COCC(=O)N1CCC2(CC1)CN(c1ccncc1)C2
- G9a inh = -16%[12.7 µM]

> COc1ccc(-n2c(=O)cnc3cnc(N(C)C)nc32)cc1
- G9a inh = -2%[0.501 µM]

Looked up one by one from above:
> O=C(Oc1ccccc1)N1CCC2(CC1)CCN(c1ccccn1)CC2
- G9a inh = -8%[12.7 µM]

> COc1cccc2c1OC(=O)CC2c1ccc(C)cc1 (centres undefined)
- G9a inh = 6%

Further structures follow.
> COCC(=O)N1CCC2(CC1)CCN(c1ccncc1)CC2
- G9a inh = -5%[12.7 µM]

> Cc1noc(C)c1-c1nc(NCCN2CCOCC2)c2ccccc2n1
- G9a inh = -44%[0.501 µM]

> O=c1c(-c2ccc(F)cc2)nc2cnc(Oc3ccccc3)nc2n1Cc1cccs1
- G9a inh = -1%[0.501 µM]

> CC(C)[C@H](NC(=O)CNC(=O)OC(C)(C)C)C(=O)N[C@H](C=O)C(C)C
- G9a inh = 27%[59 µM]

> CCCCC/C=C\C/C=C\C/C=C\C/C=C\CCCC(=O)O[C@H](COCCCCCCCCCCCCCCCC)COP(=O)([O-])OCC[N+](C)(C)C
- G9a inh = 31%[59 µM]

> COCCn1c(=O)c(CCc2ccccc2)nc2cnc(N3CCOCC3)nc21
- G9a inh = 15%[0.501 µM]

> COc1ccc(C(=O)N2CCC3(CCN(C(=O)Nc4ccccc4)CC3)CC2)cc1
- G9a inh = 8%[12.7 µM]

> Cc1noc(C)c1C(=O)N1CCC2(CCCN(c3ccccn3)C2)CC1
- G9a inh = -4%[12.7 µM]

> O=C(c1cccc(F)c1)N1CCC2(CCCN(c3ncccn3)C2)CC1
- G9a inh = 8%[12.7 µM]

> COc1ncc2nc(C)c(=O)n(Cc3ccc(F)cc3)c2n1
- G9a inh = -17%[0.501 µM]

> CS(=O)(=O)Nc1cccc(-c2nc(-n3ccnc3)c3ccccc3n2)c1
- G9a inh = -32%[0.501 µM]

> Cc1cccc(O)c1
- G9a inh = 29%[59 µM]

> COc1ccc(NC(=O)N2CCC3(CC2)CCN(C(=O)c2csnn2)CC3)cc1
- G9a inh = -6%[12.7 µM]

> O=S(=O)(c1ccccc1)N1CCC[C@@]2(CCN(c3ccncc3)C2)C1
- G9a inh = -4%[12.7 µM]

> C=C1C2CC[C@@]3(C)C(c4ccoc4)OC(=O)C[C@@]13OC1CC(O)C(C)(C)C(CC(=O)OC)[C@@]12C (some centres undefined)
- G9a inh = -31%&-22%[2.33 µM]

> C[C@H](CCC(=O)NCC(=O)O)C1CC[C@H]2C3CC[C@@H]4C[C@H](O)CC[C@]4(C)C3C[C@H](O)[C@]12C (some centres undefined)
- G9a inh = 31%[59 µM]

> COCC(=O)N1CCC2(CC1)CCN(C(=O)Nc1ccc(OC)cc1)CC2
- G9a inh = -6%[12.7 µM]

> CCNc1ncc2nc(-c3cc(F)cc(F)c3)c(=O)n(-c3ccc(OC)cc3)c2n1
- G9a inh = 9%[12.7 µM]

> O=c1c(-c2cccc(F)c2)nc2cncnc2n1Cc1ccccc1
- G9a inh = 0%[12.7 µM]

> CC(C1OC(C)(C)C(O)C1O)C1CC[C@@]2(C)C3=CCC4C(C)(C)C(=O)CC[C@]4(C)C3CC[C@@]12C (some centres undefined)
- G9a inh = -31%[2.33 µM]

> Cc1ccccc1-c1ccc2ncnc(N(C)C)c2c1
- G9a inh = -1%[0.501 µM]

> Clc1ccc(-c2nn3c(-c4ccncc4)nnc3s2)c(Cl)c1
- G9a inh = -12%[59 µM]

> COCCn1c(=O)cnc2cnc(N3CCN(C)CC3)nc21
- G9a inh = -1%[0.501 µM]

> O=c1cnc2cnc(N3CCOCC3)nc2n1Cc1cccs1
- G9a inh = -1%[0.501 µM]

> CCNc1ncc2nc(-c3ccc(OC)cc3)c(=O)n(C)c2n1
- G9a inh = 6%[0.501 µM]

> CO[C@H]1/C=C/O[C@@]2(C)Oc3c(C)c(O)c4c(O)c(c(/C=N/N5CCN(C)CC5)c(O)c4c3C2=O)NC(=O)/C(C)=C\C=C\[C@H](C)[C@H](O)[C@@H](C)[C@@H](O)[C@@H](C)[C@H](OC(C)=O)[C@@H]1C
- G9a inh = 20µM*

> CC(=O)OC1CC2C(C)(C)C(=O)C3OC3[C@]2(C)C2CC[C@@]3(C)C(c4ccoc4)OC(=O)C4OC43[C@]12C (some centres undefined)
- G9a inh = -18%[2.33 µM]

> CN1CC[C@@]2(CCCN(C(=O)c3cccn3C)C2)C1
- G9a inh = -5%[12.7 µM]

> COc1ccc(-c2nnc3ccc(SCC(=O)Nc4cc(C)on4)nn23)cc1
- G9a inh = 56µM*

> COCCn1c(=O)c(-c2cn(C)c3ccccc23)nc2cnc(Oc3cccc(Cl)c3)nc21
- G9a inh = 12%[0.501 µM]

> COc1ccc(NC(=O)N2CCCC3(CCN(C(=O)c4ccco4)CC3)C2)cc1
- G9a inh = ?

> COc1ccc(NC(=O)N2CCCC3(CCN(C(=O)c4cc(C(F)(F)F)cc(C(F)(F)F)c4)CC3)C2)cc1
- G9a inh = 6%[12.7 µM]

> Clc1ccccc1-c1ccc2ncnc(NCCN3CCOCC3)c2c1
- G9a inh = -1%[0.501 µM]

> N#Cc1ccc(CN2CC[C@@]3(CCCN(C(=O)c4ccco4)C3)C2)cc1
- G9a inh = -2%[12.7 µM]

> CCCN1CC(CSC)C[C@H]2c3cccc4[nH]cc(c34)C[C@H]21 (some centres undefined)
- G9a inh = -30%[2.33 µM]

> CNc1cc(-c2ccccc2C)ncn1
- G9a inh = -3%[0.501 µM]

> c1ccc2nc3ccccc3cc2c1
- G9a inh = 31%[59 µM]

> c1ccc(Nc2ncnc3ccc(-c4ccoc4)cc23)cc1
- G9a inh = -3%[0.501 µM]

> COCC(=O)N1CCC2(CCN(Cc3ccccc3)CC2)CC1
- G9a inh = 6%[12.7 µM]

> COc1ccccc1-c1nc(NCCc2cnc[nH]2)c2ccccc2n1
- G9a inh = 2%[0.501 µM]

> COc1cc([C@@H]2c3cc4c(cc3[C@@H](OC3OC5COC(C)OC5C(O)C3O)[C@H]3COC(=O)[C@H]23)OCO4)cc(OC)c1O (some centres undefined)
- G9a inh = ?

> COc1ccc(NC(=O)N2CC[C@@]3(CCCN(S(C)(=O)=O)C3)C2)cc1
- G9a inh = 7%[12.7 µM]

> COc1ccc2[nH]cc(CCNc3ncncc3-c3ccccc3OC)c2c1
- G9a inh = 1%[0.501 µM]

> COc1ccc(C(=O)N2CCC[C@@]3(CCN(c4ccncc4)C3)C2)cc1
- G9a inh = 7%[12.7 µM]

> C=C1c2ccccc2O[C@H](C(=O)OCC)[C@@H]1CC(C)(C)c1ccccc1
- G9a inh = 3%

> N#Cc1ccc(CN2CCCC3(CCN(C(=O)c4cc(C(F)(F)F)cc(C(F)(F)F)c4)CC3)C2)cc1
- G9a inh = -4%[12.7 µM]
